Source: PubChem BioAssay (several laboratories)
DAT uptake mod: human DAT dopamine uptake with cocaine, either direction; LLC-PK1 hDAT cells, [14C]-dopamine uptake with cocaine IC80; actives deviate in either direction; B-score at 10 µM; 1.3% of 110,000 active;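 active = Z score or B-score, a plate-position-corrected score, falls beyond the plate's 99.7% confidence bounds, in either direction; inactive = both scores lie inside the 99.7% bounds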;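 note: scored against the spread of the other compound wells on the same plate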
Target sequence (Q01959 whole entry, looked up): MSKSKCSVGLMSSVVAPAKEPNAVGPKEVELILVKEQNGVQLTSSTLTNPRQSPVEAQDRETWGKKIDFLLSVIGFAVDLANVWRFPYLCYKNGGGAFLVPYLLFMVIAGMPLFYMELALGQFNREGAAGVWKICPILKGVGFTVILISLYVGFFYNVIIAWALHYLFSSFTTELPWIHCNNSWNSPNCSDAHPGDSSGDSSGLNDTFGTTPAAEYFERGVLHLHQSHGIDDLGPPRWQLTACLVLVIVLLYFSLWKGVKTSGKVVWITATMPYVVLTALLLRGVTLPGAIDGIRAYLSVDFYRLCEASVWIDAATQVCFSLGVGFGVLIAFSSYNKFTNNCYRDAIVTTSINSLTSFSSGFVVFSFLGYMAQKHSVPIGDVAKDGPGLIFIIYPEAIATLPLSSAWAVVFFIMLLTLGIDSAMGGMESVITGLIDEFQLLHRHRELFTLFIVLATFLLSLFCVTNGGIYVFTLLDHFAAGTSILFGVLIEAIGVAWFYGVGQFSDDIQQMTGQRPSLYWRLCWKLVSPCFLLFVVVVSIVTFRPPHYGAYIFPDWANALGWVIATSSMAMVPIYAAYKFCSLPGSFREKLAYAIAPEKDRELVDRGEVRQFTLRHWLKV
Candida biofilm: kills Candida albicans biofilms | C. albicans biofilm + clotrimazole, Alamar Blue | inhibition, % at 6 µM | 0.14% of 85,000 active | AID 834;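 active = inhibition above 20%; inactive = inhibition below 20%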;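 note: preformed 24 hr biofilms exposed to compound for 48 hr; 0% = biofilm without compound and 100% = blank killed by clotrimazole plus chlorhexidine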
CYP2C19 activ: increases human CYP2C19 enzyme activity | P33261 | recombinant CYP2C19, luciferin-H EGE luminescence; stronger effect = higher value; 0 = fully inhibited enzyme, 1 = untreated enzyme | activation factor at 5 µM | 96,000 tested, under 10 active | AID 1025;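 active = activation factor of at least 2 at 5 µM in the primary screen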;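 note: 0 = wells with 2.5 mM tranylcypromine and 1 = vehicle-only wells; values of inactives mirror those of a sister screen read the other way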
CYP2C9 inhib: human CYP2C9 inhibition | P11712 | CYP2C9 Supersomes, luciferin-H conversion, luminescence | inhibition, % at 5 µM | 20% of 96,000 active | AID 777;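 active = blocking of liver enzyme CYP2C9 beyond about 50% at 5 µM, limit read from the data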; note: values of inactives mirror those of a sister screen read the other way
Target sequence (P11712 whole entry, looked up): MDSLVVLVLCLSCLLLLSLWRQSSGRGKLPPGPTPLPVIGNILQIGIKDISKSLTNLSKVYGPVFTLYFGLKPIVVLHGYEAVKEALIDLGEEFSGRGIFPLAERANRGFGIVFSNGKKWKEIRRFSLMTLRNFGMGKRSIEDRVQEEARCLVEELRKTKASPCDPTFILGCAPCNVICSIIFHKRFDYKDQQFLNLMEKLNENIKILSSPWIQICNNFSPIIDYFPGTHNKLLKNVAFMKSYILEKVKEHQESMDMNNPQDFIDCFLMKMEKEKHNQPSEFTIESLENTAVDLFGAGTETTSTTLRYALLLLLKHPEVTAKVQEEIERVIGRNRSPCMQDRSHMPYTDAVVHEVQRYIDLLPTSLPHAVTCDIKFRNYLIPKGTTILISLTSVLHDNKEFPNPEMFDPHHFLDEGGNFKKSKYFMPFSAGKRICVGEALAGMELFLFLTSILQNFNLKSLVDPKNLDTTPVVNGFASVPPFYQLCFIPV
CYP2C19 inhib: blocks human cytochrome P450 2C19; P33261; CYP2C19 Supersomes, luciferin-H EGE luminescence, 30 min; inhibition, % at 5 µM; 21% of 96,000 active; AID 778;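 active = CYP2C19 inhibition above a set limit at 5 µM in the primary screen, cut at about 50% in these data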;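 note: plate controls were negative control wells for no effect and 2.5 mM tranylcypromine positive control for full effect; values of inactives mirror those of a sister screen read the other way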
IL1B cytotox: toxic to HUVEC cells under IL-1B stimulation | 0.41% of 94,000 active | cell count reduction, % at 2 µM | HUVEC cell count loss, Hoechst imaging, IL-1B stimulated;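 active = cell count reduction more than 3 SD above the screen-wide mean, cut at about 70% in these data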;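 note: normalized per plate to untreated control cells as the no-loss baseline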
CYP2C9 act: activators of human CYP2C9; activation factor at 5 µM; recombinant CYP2C9, luciferin-H conversion, luminescence; stronger effect = higher value; factor 1 = untreated enzyme, 0 = blocked; 1.4% of 96,000 active; P11712;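 active = activation factor of 2 or more for CYP2C9 at a 5 µM dose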;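 note: 0 = sulfaphenazole-blocked wells and 1 = vehicle-only wells; values of inactives mirror those of a sister screen read the other way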
HUVEC tox TNFa: toxic to HUVEC cells under TNF alpha stimulation | HUVEC TNFalpha-stimulated, Hoechst cell count, imaging | cell count reduction, % at 2 µM | 0.17% of 93,000 active;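 active = cell count reduction exceeding the screen mean by over 5 SD, scaled to untreated wells per plate, cut at about 78% in these data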;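 note: cells counted after 24 h of TNF alpha exposure following the 1 h pretreatment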
VCAM1 TNFa inh: reduces TNF alpha induced VCAM1 expression in HUVEC; HUVEC TNFa-induced VCAM-1 immunofluorescence, high-content imaging; inhibition, % at 2 µM; 0.48% of 95,000 active; AID 802;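 active = inhibition above the batch mean plus 3 SD, with images confirmed as a hit by eye, cut at about 37% in these data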;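 note: 0% = TNF-stimulated DMSO wells and 100% = unstimulated control wells; not every result past the cut was called active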
An asterisk follows results filed as active; . = no result given.

Below each SMILES – DAT uptake mod | Candida biofilm | CYP2C19 activ | CYP2C9 inhib | CYP2C19 inhib | IL1B cytotox | CYP2C9 act | HUVEC tox TNFa | VCAM1 TNFa inh
CCN(C(=O)Nc1ccccc1OC)c1c(N)n(Cc2ccccc2)c(=O)[nH]c1=O
  -0.61 | . | 1 | -2 | -2 | -4 | 1 | -35 | -6
Cn1cc(C(=O)c2ccccc2)cc1-c1nc2ccccc2n1C
  2.6* | -4 | 0.2 | 73* | 83* | -13 | 0.3 | -9 | -4
O=C(COC(=O)c1c2c(nc3ccccc13)CCCC2)Nc1ccc2c(c1)OCO2
  0.24 | 6 | 0.2 | 77* | 76* | 5 | 0.2 | -23 | 5
O=C1c2cc(S(=O)(=O)NCCCO)ccc2-c2ccc(S(=O)(=O)NCCCO)cc21
  -0.28 | 0 | 1 | 58* | 4 | 17 | 0.4 | -15 | 12
O=C(C1CCCN1S(=O)(=O)c1cccc2cccnc12)N1CCN(c2ccccc2)CC1 (stereo unspecified)
  -0.061 | -3 | 0.8 | 61* | 16 | 9 | 0.4 | -29 | 30
CCN(CC(=O)N1CCN(C)CC1)S(=O)(=O)c1ccc(Cl)cc1
  0.099 | 4 | 1.1 | 31 | -7 | -3 | 0.7 | -24 | -3
CN(CC(=O)Nc1cccc2c1CCCC2)S(=O)(=O)c1ccc(Cl)cc1
  -1.3 | . | 1.2 | -18 | -15 | 22 | 1.2 | -22 | -1
NC(=O)c1ccc[n+](CC(=O)OCCC23CC4CC(CC(C4)C2)C3)c1
  -1.1 | . | 1 | -3 | 0 | . | 1 | -11 | 6
Cc1ccc(CONC(=O)/N=C/N(C)C)cc1
  -0.95 | . | 0.8 | 12 | 16 | 12 | 0.9 | -2 | 9
COc1cccc(NC(=O)Cn2c(=O)c3c(ncn3Cc3ccccc3)n(Cc3ccccc3)c2=O)c1
  0.48 | 4 | 0.9 | -6 | 6 | 15 | 1.1 | -11 | 19
CC(=O)N1N=C(c2ccncc2)OC12CCCCCC2
  -1.2 | 5 | . | . | . | 5 | . | -12 | 5
COc1ccc(-c2nnc(-c3cc4c(ccc5ccccc54)oc3=O)o2)cc1
  0.24 | 4 | 0.3 | 56* | 68* | -10 | 0.4 | -24 | 4
CCN1CCCC1CN(Cc1cc2c(C)cc(C)cc2[nH]c1=O)C(=O)NC1CCCCC1 (stereo unspecified)
  0.56 | 10 | 0.8 | 16 | 15 | -6 | 0.8 | -6 | -3
CS(=O)(=O)N1CCN(c2nc3ccccc3s2)CC1
  0.075 | 6 | 1 | 1 | 1 | -23 | 1 | -19 | -3
Cc1ccc(N(C(C)C(=O)Nc2ccc3c(c2)OCO3)S(C)(=O)=O)cc1 (stereo unspecified)
  -0.59 | 3 | 0.3 | 43 | 67* | -12 | 0.6 | -23 | 13
COc1ccc2[nH]c(C(=O)O)c(CCNC(C)=O)c2c1
  . | 6 | 1 | 31 | -5 | -4 | 0.7 | -21 | 6
Cc1ccccc1/C=N/NC(=O)Cn1cnc([N+](=O)[O-])n1
  -1.2 | . | 0.9 | -3 | 7 | 3 | 1 | -34 | -36
CCOC(=O)C1=C(O)C(=O)N(c2ccc(S(N)(=O)=O)cc2)C1c1ccccc1 (stereo unspecified)
  -0.26 | 2 | 1 | 24 | 3 | 2 | 0.8 | -17 | 18
O=C(COc1ccccc1Cl)Nc1cnn(Cc2ccccc2)c1
  0.37 | . | 0.8 | 27 | 21 | -8 | 0.7 | 2 | -2
Cc1sc2ncn(C(C)C(=O)OC3CCCCC3)c(=O)c2c1C (stereo unspecified)
  0.11 | . | 0.7 | 25 | 32 | -2 | 0.8 | -4 | -15

Three of the entries above in order of the CYP2C9 inhib value, high to low.
SMILES | CYP2C9 inhib
O=C(COc1ccccc1Cl)Nc1cnn(Cc2ccccc2)c1 | 27
Cc1sc2ncn(C(C)C(=O)OC3CCCCC3)c(=O)c2c1C (stereo unspecified) | 25
COc1cccc(NC(=O)Cn2c(=O)c3c(ncn3Cc3ccccc3)n(Cc3ccccc3)c2=O)c1 | -6

(continued)
Below each SMILES – DAT uptake mod | Candida biofilm | CYP2C19 activ | CYP2C9 inhib | CYP2C19 inhib | IL1B cytotox | CYP2C9 act | HUVEC tox TNFa | VCAM1 TNFa inh
CSc1ccc(CNc2ccccc2)cc1
  -0.4 | . | 0.1 | 9 | 92* | 21 | 0.9 | -13 | 5
COC(=O)c1c(NC(=O)CC2NCCNC2=O)sc2c1CCCC2 (stereo unspecified)
  0.42 | 6 | 0.8 | 12 | 16 | 6 | 0.9 | -1 | 7
CSc1ccc(CNc2ccc(C)c(C)c2)cc1
  -0.37 | . | 0 | 0 | 98* | -3 | 1 | -25 | 18
O=C(CN1CCCCC1)Nc1cccc(Br)c1
  -0.8 | 6 | 0.7 | -6 | 33 | -7 | 1.1 | 8 | -7
CCc1ccc(NC(=O)c2noc3c2CCC3)cc1
  0.31 | 3 | 0.6 | 22 | 38 | 11 | 0.8 | -16 | 5
CCNC(=S)NC1CC2CCC(C1)N2Cc1ccccc1 (stereo unspecified)
  -0.18 | . | 0.5 | 9 | 52* | 14 | 0.9 | . | 0
O=C(Nc1nc(-c2ccccc2)cs1)C1c2ccccc2Oc2ccccc21
  -1.7 | . | 0.9 | 72* | 12 | -22 | 0.3 | 8 | 2
O=C(COc1ccccc1Cl)NCc1ccco1
  -0.89 | 4 | 0.8 | 6 | 25 | 80* | 0.9 | -12 | 9
O=C(CCC(=O)N(CC(=O)NC1CCCC1)C1CCCC1)Nc1ccccn1
  -0.074 | 9 | 0.8 | 13 | 24 | 6 | 0.9 | -9 | 8
O=C(N1CCOCC1)N1CCN(Cc2ccccc2)CC1
  -0.83 | 0 | 0.2 | -10 | 82* | 10 | 1.1 | -18 | -10
Cc1ccc(Nc2nc(=O)[nH]nc2C)cc1
  -0.44 | 2 | 1.1 | 2 | -6 | 10 | 1 | 8 | -1
O=C(NC1=NCCS1)c1csc2ccccc12
  2.6 | 4 | 0.6 | -12 | 44 | . | 1.1 | . | .
Cc1cccc(NC(=O)c2cc(=O)c3ccccc3o2)n1
  -0.12 | -5 | 1 | -12 | 2 | -7 | 1.1 | 7 | -11
O=C(O)C1C2C=CC(C2)C1C(=O)N1CCc2ccccc21 (stereo unspecified)
  0.12 | -3 | 1.2 | -14 | -17 | 2 | 1.1 | -5 | 10
CCOC(=O)Cn1c(N2CCCCCC2)nc2c1c(=O)[nH]c(=O)n2C
  0.18 | 4 | 1 | 5 | -1 | 11 | 0.9 | -10 | 0
Cc1cccc(NC2=NC(=S)N(c3ccc(C(=O)O)cc3)C23CCCCC3)c1
  . | . | 1 | 6 | -2 | -15 | 0.9 | -5 | 7
O=C(NCCC(c1ccccc1)c1ccccc1)c1ccc(Br)o1
  -0.13 | 6 | 0.3 | 74* | 67* | 8 | 0.3 | -13 | 16
O=C(CN(C(=O)Cn1nnc(-c2cccs2)n1)c1cnc2ccccc2c1)NCC1CCCO1 (stereo unspecified)
  0.72 | 6 | 0.7 | 75* | 35 | . | 0.3 | . | .
CCSC1(SCC)N=C(N)C2(C#N)C(c3ccccc3)NC(C)=C(C)C12C#N (stereo unspecified)
  -0.16 | . | 0.8 | 5 | 17 | 5 | 0.9 | -18 | 10
O=C(c1cccc(S(=O)(=O)N2CCOCC2)c1)N1CCCc2ccccc21
  0.27 | 2 | 0.6 | 5 | 40 | 5 | 0.9 | -6 | 11

Structural class: the compounds so far with an aryl thioether with sulfur outside any ring.
Below each SMILES – DAT uptake mod | Candida biofilm | CYP2C19 activ | CYP2C9 inhib | CYP2C19 inhib | IL1B cytotox | CYP2C9 act | HUVEC tox TNFa | VCAM1 TNFa inh
CSc1ccc(CNc2ccccc2)cc1
  -0.4 | . | 0.1 | 9 | 92* | 21 | 0.9 | -13 | 5
CSc1ccc(CNc2ccc(C)c(C)c2)cc1
  -0.37 | . | 0 | 0 | 98* | -3 | 1 | -25 | 18

More results follow:
Below each SMILES – DAT uptake mod | Candida biofilm | CYP2C19 activ | CYP2C9 inhib | CYP2C19 inhib | IL1B cytotox | CYP2C9 act | HUVEC tox TNFa | VCAM1 TNFa inh
CC(C)(C)c1ccc(OCc2ccc(C(=O)N/N=C/c3ccc([N+](=O)[O-])cc3)o2)cc1
  0.058 | . | 0.9 | 40 | 10 | 12 | 0.6 | -3 | -8
O=C(NCCN1CCOCC1)c1cc(S(=O)(=O)NCCCN2CCCC2=O)ccc1Cl
  1.1 | 10 | 1.2 | -33 | -24 | -4 | 1.3 | -22 | 5
CCC(C)C(N)C(=O)NC(CCC(=O)OCc1ccccc1)C(N)=O (stereo unspecified)
  -0.36 | 6 | 1 | 0 | -1 | 1 | 1 | -23 | -4
CC(=O)Nc1cnc(NC(=O)c2cccc(F)c2)cc1C
  -0.77 | 8 | . | . | . | -30 | . | -5 | 17
CNC(=O)CSc1nnnn1-c1cc(C)ccc1C
  1.1 | 5 | . | . | . | -8 | . | -8 | 5
Cc1onc(-c2ccccc2)c1C(=O)Nc1nc2c(s1)C(=O)CC(C)(C)C2
  0.54 | -1 | 0.9 | 54* | 5 | 5 | 0.5 | -28 | 3
COc1ccccc1N1CCN(C(c2ccc(N(C)C)cc2)c2nnnn2CCc2ccccc2)CC1 (stereo unspecified)
  -0.0065 | 6 | . | . | . | 38 | . | -5 | -3
O=C(CCC(=O)N(c1ccc(F)cc1)C(C(=O)NC1CCCC1)c1ccncc1)Nc1cccnc1 (stereo unspecified)
  -0.11 | 3 | . | . | . | -17 | . | . | -10
COC(=O)CN(c1ccc(OC)cc1)S(=O)(=O)c1c(C)noc1C
  0.75 | 0 | 0.5 | 10 | 46 | -90 | 0.9 | -32 | -8
Cc1ccc(S(=O)(=O)N2CCN(C(=O)CN3CCOCC3)C2c2ccccc2)cc1 (stereo unspecified)
  -1.9 | 4 | 0.9 | 6 | 12 | 2 | 0.9 | -24 | 1
O=C(NCCCn1ccnc1)c1ccc(Cl)c(S(=O)(=O)N2CCOCC2)c1
  1.3 | 8 | 0.6 | 97* | 36 | -16 | 0 | 4 | -4
CC(C)c1ccc(-c2noc(C3CCCN(C(=O)c4ccc(F)cc4F)C3)n2)cc1 (stereo unspecified)
  -0.92 | 2 | 0.2 | 90* | 82* | 12 | 0.1 | -17 | 17
CCCS(=O)(=O)N1CCC(C(=O)NCCCN(CC)c2cccc(C)c2)CC1
  0.85 | 10 | 1 | -9 | 2 | -12 | 1.1 | -15 | 12
CCC(C(=O)NCc1ccc(OC)cc1)n1nc(C)n2c(cc3occc32)c1=O (stereo unspecified)
  -1.2 | 6 | 0.4 | 83* | 59* | 10 | 0.2 | -5 | -6
CCCNC(=O)COc1ccc(S(=O)(=O)Nc2ccc(C)cc2)cc1
  1.3 | 4 | 0.3 | 52* | 69* | -13 | 0.5 | -12 | -14
CC(C)(C)NC(=O)CC(c1ccccc1)c1ccccc1O (stereo unspecified)
  0.051 | -1 | 0.1 | 96* | 90* | -50 | 0 | 10 | 20
COc1ccccc1CNS(=O)(=O)c1c(C)noc1C
  -0.74 | -1 | 0.6 | 23 | 43 | -29 | 0.8 | -34 | 6
CN1/C(=C/C2CC(=O)NC2=O)C(C)(C)c2ccccc21 (stereo unspecified)
  0.17 | 3 | 0.8 | 7 | 15 | 7 | 0.9 | -22 | 4
Cc1c(Cl)cccc1N(CC(=O)NC1CCCCC1)S(C)(=O)=O
  . | 9 | 0.7 | 70* | 28 | . | 0.3 | . | .
